mcGAS lum: mouse cGAS inhibition by luminescence; recombinant cGAS, Kinase-Glo ATP depletion luminescence; inhibition, % at 12.5 µM; 0.15% of 160,000 active; AID 1259399;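 further: 0% = negative control wells and 100% = reference inhibitor with no enzyme activity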
hcGAS inh: blocks human cGAS activity. recombinant h-cGAS, ATP depletion, Kinase-Glo luminescence. AID 1259398. 0.081% of 290,000 active. inhibition, % at 12.5 µM;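 further: 0% = vehicle reaction and 100% = reaction without DNA for no activity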
Target sequence (Q8N884 whole entry, looked up): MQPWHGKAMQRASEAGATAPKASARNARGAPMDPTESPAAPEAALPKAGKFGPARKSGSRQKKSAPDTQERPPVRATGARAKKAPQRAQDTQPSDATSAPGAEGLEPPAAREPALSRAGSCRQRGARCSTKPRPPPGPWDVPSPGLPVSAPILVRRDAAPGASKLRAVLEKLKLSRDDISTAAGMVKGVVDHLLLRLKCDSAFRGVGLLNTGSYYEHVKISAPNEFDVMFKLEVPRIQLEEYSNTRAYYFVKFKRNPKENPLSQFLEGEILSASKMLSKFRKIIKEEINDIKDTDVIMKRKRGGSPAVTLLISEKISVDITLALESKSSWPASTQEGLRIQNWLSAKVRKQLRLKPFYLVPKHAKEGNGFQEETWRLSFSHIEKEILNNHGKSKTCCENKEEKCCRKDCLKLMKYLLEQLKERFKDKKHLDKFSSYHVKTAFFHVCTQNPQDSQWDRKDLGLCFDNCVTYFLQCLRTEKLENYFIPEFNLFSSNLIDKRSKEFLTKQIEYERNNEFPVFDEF
NPYLR7 agonist: activates Aedes aegypti NPYLR7 receptor; AID 1259423; HEK293T NPYLR7/Galpha15, GCaMP6s calcium fluorescence; activation, % at 10 µM; 0.15% of 270,000 active; in the data active means activation above about 40%;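 further: 0% = vehicle and 100% = reference agonist at the receptor; some compounds past the cut are filed as inactive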
Numbers without * were called inactive; x = not tested or not shown; & = joins results of further samples. Unless noted, no stated cut-off is given here; in the data, active means inhibition above about 40%; inactive means the rest.

SMILES | mcGAS lum | hcGAS inh | NPYLR7 agonist
CCN(CC)S(=O)(=O)c1cccc(NC(=S)N=P(c2ccncc2)(N(C)C)N(C)C)c1 | -5 | -4 | -1
COc1ccccc1C(=O)CN1C(=O)C(C)ON=C1c1cnccn1 (stereo unspecified) | x | -4 | 8
COc1nn2ccsc2c1C(=O)NCc1nc2ccccc2s1 | x | -3 | 15
O=C(CN(Cc1ccc(F)cc1)C1CCCCC1)N1CCNC1=O | -10 | -13 | 6
Cc1ccc(C)c(CN2CCN(C(=O)c3cn(C(C)C)cc4c(=O)n(-c5ccccc5)nc3-4)CC2)c1 | -3 | -2 | -5
O=C(NC1CCCC1)c1cc(F)ccc1-n1ccnc1 | x | -6 | 9
CCCN1CCN(C(=O)c2cn3c(n2)CCCC3)CC1 | 5 | 11 | x
COc1cc(OC)cc(C2=NC(C)(C)CO2)c1 | x | -7 | 5
CN(C)c1c(N)n(C)c(=O)n(CC(=O)Nc2cccc3nsnc23)c1=O | x | -4 | 5
Cc1ccc(OCCN(C)CC(O)CO)c(C)c1 (stereo unspecified) | -12 | -1 | 3
Cc1ccc(-n2c(N)cc(=O)nc2SCC(=O)N2CCCc3ccccc32)cc1C | -6 | 1 | 1
CN(C)CCN(C)C(=O)c1cc2occc2n1CC1CCCCO1 (stereo unspecified) | x | 1 | -5
COc1ccc(CC(=O)O)cc1S(=O)(=O)Nc1ccc(F)c(F)c1F | -16 | -11 | 8
O=C(Nc1nccs1)C1CCCN(C(=O)C2CCCc3ccccc32)C1 (stereo unspecified) | x | 4 | -4
CCOc1ccc(-c2ccc3nnc(SCC(=O)N4CCOCC4)n3n2)cc1 | -9 | -7 | -15

Given as labelled records: part of the list above.
O=C(NC1CCCC1)c1cc(F)ccc1-n1ccnc1
  mcGAS lum: x
  hcGAS inh: -6
  NPYLR7 agonist: 9

CCOc1ccc(-c2ccc3nnc(SCC(=O)N4CCOCC4)n3n2)cc1
  mcGAS lum: -9
  hcGAS inh: -7
  NPYLR7 agonist: -15

Later entries.
SMILES | mcGAS lum | hcGAS inh | NPYLR7 agonist
NC(=NS(=O)(=O)c1ccccc1)c1ccc(Cl)cc1 | -4 | -3 | -1
O=C(Nc1ccccc1)C1CCCN1Cc1cccc(F)c1F (stereo unspecified) | x | -16 | 9
Cc1cc(C(=O)NCC2CCOC2)cc(C)c1OC(F)F (stereo unspecified) | x | 7 | -24
COC(=O)CCCC(=O)N1CCN(c2nc3nccc(-c4cccc(C)c4)n3n2)CC1 | -9 | -2 | -1
CN(Cc1cc(C(C)(C)C)n[nH]1)C(=O)c1c[nH]c2c(F)cccc2c1=O | x | -5 | 3
O=C(NC(c1ccccc1)c1ccccc1)c1cc(-c2cccs2)nn1-c1ccc(F)cc1 | -5 | -11 | 5
Cc1ccc(-c2cccc(C(=O)N(CCO)Cc3nccs3)c2)o1 | 3 | 2 | -7
COc1ccc(-c2nnc3ccc(OCCNC(=O)COc4ccc(C)c(C)c4)nn23)cc1 | -1 | -3 | -4
Cc1cc(CN2CCC(CNC(=O)c3c(F)cccc3F)C2)oc1C (stereo unspecified) | x | -5 | 3
Cc1cc(C)n(-c2c(C)c(C)nc3c(-c4ccccc4)cnn23)n1 | -7 | -11 | 2
Cc1cc(NC(=O)c2ccc(-c3ccccc3)cc2)n(-c2nc3c(cnn3-c3ccccc3)c(=O)[nH]2)n1 | -8 | -9 | x
CCC(C)(NC(=O)Nc1cc(C)nn1C)c1ccccc1 (stereo unspecified) | x | -5&-3 | 8&-3
Cc1nc(C(C)NC(=O)CSc2ncnc3sc(C)cc23)n[nH]1 (stereo unspecified) | -1 | -3 | -6
CN(C)CCOc1ccc(NC(=O)NC(c2cccs2)C2CCCC2)cc1 (stereo unspecified) | x | -6 | 15
CN(CC1COc2ccccc2O1)C(=O)c1ccc(-c2ccoc2)nc1 (stereo unspecified) | -13 | -10 | 1

Reprinted from above for reference:
SMILES | mcGAS lum | hcGAS inh | NPYLR7 agonist
NC(=NS(=O)(=O)c1ccccc1)c1ccc(Cl)cc1 | -4 | -3 | -1
O=C(Nc1ccccc1)C1CCCN1Cc1cccc(F)c1F (stereo unspecified) | x | -16 | 9
Cc1cc(C(=O)NCC2CCOC2)cc(C)c1OC(F)F (stereo unspecified) | x | 7 | -24
COC(=O)CCCC(=O)N1CCN(c2nc3nccc(-c4cccc(C)c4)n3n2)CC1 | -9 | -2 | -1
CN(Cc1cc(C(C)(C)C)n[nH]1)C(=O)c1c[nH]c2c(F)cccc2c1=O | x | -5 | 3

(list continues)
SMILES | mcGAS lum | hcGAS inh | NPYLR7 agonist
CCOC(=O)c1nn(-c2ccc(F)cc2)c(=O)cc1OS(=O)(=O)c1cc(C)c(C)cc1C | -7 | -11 | -2
CCC(=O)Nc1nnc(SCc2ccccc2C)s1 | -6 | -10 | 17
Cn1c(CCNC(=O)c2csc(Br)c2)n[nH]c1=S | x | 0 | 0
Cc1ccc(C(=O)N(CC2CNCC2c2cccc(F)c2)C2CCCCC2)cc1 (stereo unspecified) | x | -7 | 14
COC(=O)CC(NS(=O)(=O)c1ccc2c(c1)CC(=O)N2)c1ccc(C)cc1 (stereo unspecified) | x | -6 | 7
Cc1ccnc(Oc2cc(NC(=O)CCn3cncn3)ccc2C)c1 | x | 0 | 0
O=C(C1=CCCC1)N1CCCC(CNS(=O)(=O)c2cccs2)C1 (stereo unspecified) | -2 | -9&-6 | 7&-3
COc1ccc(NC(=O)NCCCn2nc(-c3ccncc3)ccc2=O)cc1 | x | -2 | 15
CN(CC(=O)Nc1cccc(C(F)(F)F)c1)c1ccccc1 | x | 2 | 4
CC(=O)N1CCN(C(=O)c2cccc(Nc3c(Oc4ccc(Cl)c(C)c4)cnn(-c4cccc(F)c4)c3=O)c2)CC1 | -3 | -3 | 3
CC1(C(=O)O)CCCN1C(=O)c1cccc2ccccc12 (stereo unspecified) | x | -6 | -1
O=C(CN1C(=O)c2ccccc2C1=O)N1CCC(Cc2ccccc2)CC1 | -5 | -3&-4 | 2&0
COC(=O)Cn1cnc2sc3c(c2c1=O)CCC3 | x | -2 | 3
Cc1nnc(NC(=O)CSc2ccc(-c3ccco3)nn2)s1 | -6 | -8 | 8
Cn1nnc2c(N3CCN(S(=O)(=O)Cc4ccccc4)CC3)ncnc21 | x | -7 | 0
Cc1noc(C)c1C(=O)N1CCC(=O)N(Cc2ccc(F)cc2)C(C(C)C)C1 (stereo unspecified) | -17 | -8 | 9
CC1(C)CC(=O)C=C(Nc2ccc(F)cc2)C1 | -6 | -6 | 3
COc1ccc2sc(N(CCN3CCOCC3)C(=O)c3ccno3)nc2c1 | x | -4 | 0
CC(C)(C)C(=O)NC(NC(=S)Nc1ccc(C(=O)O)cc1)C(Cl)(Cl)Cl (stereo unspecified) | x | -6 | 0
Cn1nc(NC(=O)c2cccc3ccccc23)c2c1NC(=O)CC2c1ccco1 (stereo unspecified) | -9 | -3 | -12
O=C(/C=C/c1ccccc1)NCCSc1ncc(-c2ccccc2)[nH]1 | -7 | -6 | 3
O=S(=O)(Cc1ccc(Cl)cc1)c1ccc(NCc2ccc(F)cc2)nn1 | -6 | -6 | -1
Cc1ccc(-c2cc(C(F)(F)F)n3ncc(C(=O)Nc4ccc(C)c(C)c4)c3n2)cc1 | -4 | -4 | 2
COCCN(CC(=O)N(CCc1c[nH]c2ccccc12)Cc1ccc(C(F)(F)F)cc1)C(=O)c1ccc(Cl)cc1 | -5 | -13 | -4
Cc1ccc(OCc2cc(C(=O)NCCc3ccc(C(F)(F)F)cc3)no2)cn1 | -3 | -14&-4 | 1&3
Cn1nnc2c(=O)n(Cc3ccc(Cl)cc3Cl)cnc21 | x | -3 | 0
Cc1c(C(=O)NCc2cccc(C(F)(F)F)c2)sc2nc3n(c(=O)c12)CCC3 | x | -5 | 5
COc1cc(C)c(S(=O)Cc2nnc(C(C)(C)C)o2)cc1OC (stereo unspecified) | x | -3 | 7
CSc1nnc(CC2CCN(C(=O)C(=O)c3cccs3)CC2)n1C | -2 | -3 | -9
CCOC(=O)c1cc(-c2ccc(N3CCN(C(=O)c4ccccc4OC)CC3)cc2)n(-c2ccccc2C)n1 | -3 | -7 | 24
Cc1cccc(-n2c(SCc3ccccc3C#N)nnc2-c2ccccc2F)c1 | -6 | -6 | 17
CN(C(=O)C1CCN(Cc2ccc(Oc3ccccc3)cc2)CC1)C(c1ccc(F)cc1)c1ccccn1 (stereo unspecified) | 0 | 1 | -6
C=CCCC(=O)N1CCC(n2c(=O)oc3ccc(Cl)cc32)CC1 | 0 | -1 | 0
CC(C)CN1CC2(CCN(C(=O)C3CCCN(CC(N)=O)C3)CC2)CC1=O (stereo unspecified) | -6 | -9 | x
CCn1c(C)cc(O)c(C(c2ccc(Cl)cc2)c2c(O)cc(C)n(CC)c2=O)c1=O | -1 | 0 | 2
CCC(C)NS(=O)(=O)c1cc(C(=O)OC)sc1Br (stereo unspecified) | x | -2 | 5
CC1(C(=O)NS(=O)(=O)Cc2ccccc2)CCN1C(=O)Cc1cc(F)ccc1F (stereo unspecified) | x | -11 | 1
CCCc1c(C)nn(-c2ccc(C(=O)NC(c3ccccc3)c3ccccn3)cc2)c1C (stereo unspecified) | -4 | -5 | -9
CCCCOc1ccc(C2=N/C(=C\C=C\c3ccccc3OC)C(=O)O2)cc1 | x | -2 | -1
CCCCN(CC(=O)Nc1cc(C(C)(C)C)nn1C(C)(C)C)C(=O)Nc1c(C(C)C)cccc1C(C)C | -6 | -11 | -3
COCCN(CC(=O)Nc1cc(-c2ccccc2)nn1-c1ccccc1)C(=O)COc1ccccc1 | -8 | -10 | x
COc1ccccc1C(C)NCc1ccc(N(C)CCC#N)cc1 (stereo unspecified) | x | 3 | 4
Cc1cc(Br)ccc1NC(=O)CN(C)C(=O)CCNC(=O)c1ccccc1 | x | -9 | 7
Cc1ccc(-c2ccc(=O)n(Cc3ccccc3)n2)cc1 | x | -8 | 12
Cc1nnc(NC(=O)CSc2nnc(NC(=O)c3cc([N+](=O)[O-])ccc3Cl)s2)s1 | x | -2 | -6
COc1ccc(/C=C/CN2CCCN(C(=O)C3CCC3)CC2)cc1 | x | -6 | 26
CCC(CC)n1[nH]c(=O)c2c(C)cc(=O)[nH]c21 | x | -5 | 0
NC(=O)C1CN(C(=O)c2ccc(COc3ccccc3)o2)c2ccccc2O1 (stereo unspecified) | x | -13 | 4
CCOC(=O)c1sc(-c2ccccc2)cc1NC(=O)C1CCCO1 (stereo unspecified) | -3 | -3 | 0
Cc1ccc(S(=O)(=O)N2CCCCC2)cc1NC(=O)CSc1nncs1 | x | -7 | 2
O=C1CCN(c2nc(-c3ccc(Cl)cc3)nc3c2CNC3)CCN1 | -6 | -7 | 6
O=C(NC1CCC(NC(=O)[C@H]2CCCN2S(=O)(=O)c2ccccc2)CC1)c1ccccc1 (stereo partly specified) | -3 | -2 | -2
Cc1nn(CN(C)Cc2cnn(C)c2)c(=S)n1C | -16 | -8 | 15
CCN(C(=O)C(C)Sc1nc2sc3c(c2c(=O)[nH]1)CCCC3)C1CCS(=O)(=O)C1 (stereo unspecified) | x | -6 | -9
CC(NC(=O)c1cccnc1N(C)C1CCCCC1)C(=O)N(C)C (stereo unspecified) | x | -5 | 37
COc1ccc(-c2ccc(N3CCCC(C(=O)NC4CC4)C3)nn2)cc1 (stereo unspecified) | -6 | -2 | -11
O=C(Cn1cnc2sccc2c1=O)NC12CC3CC(CC(C3)C1)C2 | x | -18 | 10
COCCN1CCC(CN2CCC3(CCOCC3)CC2)CC1 | x | -5 | 3
NC(=O)c1cc(-c2cc(NC3CCCC3)nc3[nH]ccc23)cs1 | x | -10 | 4
COC(=O)c1ncn(CCS(=O)c2ccccc2)n1 (stereo unspecified) | x | -17 | 0

Arranged by molecular weight (high to low): 3 of the compounds above
SMILES | mcGAS lum | hcGAS inh | NPYLR7 agonist
CCn1c(C)cc(O)c(C(c2ccc(Cl)cc2)c2c(O)cc(C)n(CC)c2=O)c1=O | -1 | 0 | 2
Cc1ccc(OCc2cc(C(=O)NCCc3ccc(C(F)(F)F)cc3)no2)cn1 | -3 | -14&-4 | 1&3
Cc1cc(C)n(-c2c(C)c(C)nc3c(-c4ccccc4)cnn23)n1 | -7 | -11 | 2

(continued)
SMILES | mcGAS lum | hcGAS inh | NPYLR7 agonist
Cc1c(C)n2c3c(=O)n(CC(=O)C(C)(C)C)c(=O)n(C)c3nc2n1-c1ccccc1F | x | -8 | 1
CCOc1ccccc1N1CCN(C(=O)CSc2nc(Cl)cc(N3CCN(c4ccccc4F)CC3)n2)CC1 | 0 | 0 | -9
CCCc1cc(=O)[nH]c(-n2nc(C)cc2NC(C)=O)n1 | -7 | 26 | 7
COC(=O)c1ccc(CSc2nc3cc(S(=O)(=O)N4CCCC(C)C4)ccc3n2CC2CCCO2)c(OC)c1 (stereo unspecified) | -1 | -2 | 25
CCC(C)NC(=O)c1cc(-c2ccccc2F)nc2cc(-c3ccccc3)nn12 (stereo unspecified) | -8 | -8 | 13
CCOC(=O)c1cnn(C)c1NC(=O)COc1ccc(Cl)c(C)c1 | x | -2 | -3
CC(=O)Nc1cccc(NC(=O)c2cc3c(=O)n(C)c(=O)n(C)c3n2Cc2ccccc2)c1 | -6 | -4 | 1
CC(C(=O)NCC1CCCO1)S(=O)(=O)Cc1coc(-c2cccc(F)c2)n1 (stereo unspecified) | x | -4 | 9
Cc1nc(C(C)Nc2ccc(-c3nc(C)c(C)c(=O)[nH]3)cn2)cs1 (stereo unspecified) | x | -4 | -1
Cc1sc2nc(CN3CCOCC3)nc(Sc3nnnn3C)c2c1C | -2 | -4 | 1
C#CC1(OCC(O)CN2CCC(C)CC2)CCCCC1 (stereo unspecified) | -10 | -8 | 0
O=S(=O)(Nc1ccc(Br)cc1)c1ccc(Br)s1 | x | -3 | -1
N#Cc1cc2c(=O)n3ccccc3nc2n(CCCn2ccnc2)c1=N | x | -6 | -1
O=c1c2cnc3ncnn3c2ccn1-c1ccc(F)c(F)c1 | x | -9 | 6
